Source: PubChem
TROY NFkB inh = TROY signaling inhibition; Q293 LMP1-TROYcd NF-kB luciferase reporter, 4 h; inhibition, % at 10 µM; AID 1347056; actives 0.98% (n = 360,000);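 active means compounds whose plate-normalised and pattern-corrected inhibition of the luciferase reporter signal at the single screening dose is 50% or more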
SRC3 inh = human NCOA3 inhibition | Q9Y6Q9 | HEK293 GAL4-SRC3 luciferase reporter, luminescence | inhibition, % at 3.6 µM | actives 0.17% (n = 360,000);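 active means inhibition above a per-campaign cutoff, the mean of all compounds plus 3 SD, cut at about 60% in these data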;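 further: 0% = DMSO-treated cells and 100% = gossypol-treated cells at 36 µM; higher means less SRC3-driven luciferase light from the GAL4 reporter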
LRH-1 inv ag = suppresses constitutive activity of human LRH-1; O00482; HEK293T StAR-luciferase reporter, LRH-1 transfected, 24 h; inhibition, % at 3.6 µM; actives 0.13% (n = 360,000); AID 602396;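 active means inhibition above the mean inhibition of all tested compounds plus 3 SD, cut at about 73% in these data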;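 further: 0% = DMSO wells and 100% = reporter-only cells lacking LRH-1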
KKLEB cytotox = CF airway cell cytotoxicity counter-screen; KKLEB CF airway cells viability, ATPlite luminescence, overnight; stronger effect = lower value; cells stimulated with P. aeruginosa culture filtrate; activity change (cytotoxicity), % at 5 µM; actives 0.36% (n = 360,000); AID 602141;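 active means corrected activity change at or below -50% at 5 µM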
LMP1 NFkB inh = inhibitors of Epstein-Barr LMP1-induced NF-kappaB reporter; LMP1-induced NF-kappaB luciferase reporter cells, luminescence; inhibition, % at 12.5 µM; actives 0.69% (n = 350,000); in the data active means inhibition above about 41%;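 further: 0% = neutral control wells and 100% = reference inhibitor control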
TWEAK Fn14 block = blocks TWEAK-Fn14 interaction in a reporter cell assay | actives 2% (n = 360,000) | AID 1159606 | inhibition, % at 10 µM | TWEAK-stimulated Fn14 reporter cells, luciferase luminescence, 8 h; in the data active means inhibition above about 50%
C8 TRAIL sens = caspase-8 TRAIL sensitization. NB7+C8 cells + TRAIL, ATPlite viability luminescence. inhibition (viability loss, TRAIL sensitization), % at 10 µM. actives 1% (n = 360,000);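 active means compounds causing at least 50% loss of cell viability in the single-dose screen, relative to plate controls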
NCOA2 inhibitor = inhibits human steroid receptor coactivator 2. HEK293 GAL4-SRC2 luciferase reporter, luminescence. actives 0.17% (n = 370,000). AID 651957. inhibition, % at 9 µM. Q15596;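 active means inhibition above the mean inhibition of all tested compounds plus 3 SD, set per campaign, cut at about 52% in these data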;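 further: 0% = DMSO treated cells and 100% = cells given Gossypol at 36 µM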
COUP-TFII inh = NR2F2 (human) inhibition, primary screen. inhibition, % at 8.6 µM. actives 0.7% (n = 370,000). AID 686940. P24468. HEK293T NGFI-A luciferase reporter, luminescence;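 active means inhibition above a per-plate cutoff, mean inhibition of test wells between control levels plus 3 SD, cut at about 38% in these data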;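 further: cells cotransfected with COUP-TFII expression vector driving the NGFI-A reporter; 0% = median of COUP-TF2 test wells and 100% = reporter-only cells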
NCOA1 inh = inhibitors of human steroid receptor coactivator 1 (SRC1); AID 588354; inhibition, % at 3.6 µM; HEK293 GAL4-SRC1 luciferase reporter, luminescence; actives 0.12% (n = 360,000); Q15788;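 active means inhibition above the campaign mean plus 3 SD, with each screening campaign given its own cutoff, cut at about 60% in these data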;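 further: 0% = DMSO treated cells and 100% = gossypol at 36 µM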
Target sequence (Q15788 whole entry, looked up, the tested form may be a part): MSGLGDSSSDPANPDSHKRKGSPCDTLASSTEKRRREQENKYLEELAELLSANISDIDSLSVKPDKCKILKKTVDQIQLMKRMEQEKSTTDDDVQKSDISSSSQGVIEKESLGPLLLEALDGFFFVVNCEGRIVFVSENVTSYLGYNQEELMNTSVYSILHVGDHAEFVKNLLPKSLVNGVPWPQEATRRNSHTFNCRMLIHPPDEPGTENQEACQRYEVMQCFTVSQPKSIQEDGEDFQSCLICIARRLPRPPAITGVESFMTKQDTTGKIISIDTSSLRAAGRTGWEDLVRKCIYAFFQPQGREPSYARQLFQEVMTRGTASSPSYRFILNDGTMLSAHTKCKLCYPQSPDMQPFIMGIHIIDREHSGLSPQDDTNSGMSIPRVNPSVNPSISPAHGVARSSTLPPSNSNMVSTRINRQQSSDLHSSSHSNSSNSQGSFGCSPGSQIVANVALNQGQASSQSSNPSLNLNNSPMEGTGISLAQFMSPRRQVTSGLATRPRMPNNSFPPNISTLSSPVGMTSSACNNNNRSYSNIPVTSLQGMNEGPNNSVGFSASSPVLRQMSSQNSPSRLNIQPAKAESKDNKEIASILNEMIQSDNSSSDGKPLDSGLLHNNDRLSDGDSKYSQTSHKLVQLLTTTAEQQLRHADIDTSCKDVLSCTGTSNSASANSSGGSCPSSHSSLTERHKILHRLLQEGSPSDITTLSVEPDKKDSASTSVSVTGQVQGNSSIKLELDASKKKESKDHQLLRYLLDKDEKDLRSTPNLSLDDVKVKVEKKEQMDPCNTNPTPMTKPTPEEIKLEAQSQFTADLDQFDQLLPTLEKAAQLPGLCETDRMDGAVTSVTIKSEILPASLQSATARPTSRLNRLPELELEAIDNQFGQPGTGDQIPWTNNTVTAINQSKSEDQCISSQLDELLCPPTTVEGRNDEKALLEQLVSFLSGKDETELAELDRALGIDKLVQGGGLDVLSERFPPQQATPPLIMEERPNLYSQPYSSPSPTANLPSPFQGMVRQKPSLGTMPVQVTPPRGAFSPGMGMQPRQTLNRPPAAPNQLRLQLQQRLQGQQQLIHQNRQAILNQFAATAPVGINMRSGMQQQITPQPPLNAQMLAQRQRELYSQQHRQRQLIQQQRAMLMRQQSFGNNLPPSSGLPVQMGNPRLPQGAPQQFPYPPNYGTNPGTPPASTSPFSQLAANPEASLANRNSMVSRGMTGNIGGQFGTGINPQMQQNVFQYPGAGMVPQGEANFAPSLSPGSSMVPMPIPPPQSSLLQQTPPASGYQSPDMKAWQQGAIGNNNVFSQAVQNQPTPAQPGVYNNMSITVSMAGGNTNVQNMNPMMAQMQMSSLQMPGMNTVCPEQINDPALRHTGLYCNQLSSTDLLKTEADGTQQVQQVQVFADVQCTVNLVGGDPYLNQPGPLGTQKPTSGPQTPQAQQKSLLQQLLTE
CF NFkB block = blocks PAF-induced NF-kB reporter in cystic fibrosis cells; KKLEB NF-kB-GFP reporter, GFP fluorescence overnight; inhibition, % at 5 µM; actives 0.86% (n = 360,000); AID 588850;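 active means at least 50% inhibition at 5 µM, scaled per plate between neutral and stimulator controls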;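 further: PAF is a Pseudomonas aeruginosa culture filtrate used as stimulus; plate controls were PAF-stimulated DMSO wells for no effect and unstimulated DMSO wells for full effect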
* hit, by the source's call; / = no result given; & = joins results of further samples.

Abbreviations: A = TROY NFkB inh; B = SRC3 inh; C = LRH-1 inv ag; D = KKLEB cytotox; E = LMP1 NFkB inh; F = TWEAK Fn14 block; G = C8 TRAIL sens; H = NCOA2 inhibitor; I = COUP-TFII inh; J = NCOA1 inh; K = CF NFkB block
CCn1c(SCC(=O)Nc2nnc(C)s2)nnc1C(C)NC(=O)c1ccccc1F (stereo not drawn)
  A: 0; B: -28; C: 12; D: 7; E: 0; F: -1; G: -1; H: -15; I: 2; J: -13; K: -4
NS(=O)(=O)c1ccc(NC(=O)CSc2n[nH]c(=O)n2C2CC2)cc1
  A: 6; B: 0; C: -23; D: 0; E: 4; F: 15; G: -8; H: 12; I: -14; J: 0; K: -4
COc1cc(/C=C2/C(=N)N3C=CSC3=NC2=O)ccc1OCCCOc1ccccc1C
  A: -40; B: -15; C: -12; D: -4; E: -3; F: -52; G: 2; H: -22; I: -20; J: -25; K: -17
O=C(NCc1ccc(F)cc1)c1cc(S(=O)(=O)N2CCCCC2)ccc1N1CCOCC1
  A: 0; B: 5; C: -41; D: 8; E: -4; F: -21; G: 5; H: 25; I: 12; J: -18; K: 6
Cc1ccc(S(=O)(=O)NC(=O)C2(C)CCN2C(=O)Cc2ccc(-c3ccccc3)cc2)nc1 (stereo not drawn)
  A: -12; B: -13; C: 4; D: -2; E: /; F: 1; G: 8; H: -14; I: 12; J: 8; K: 5
CC(C)NC(=O)C(=O)NCCCN1CCOCC1
  A: 10; B: 5; C: 4; D: 1; E: -6; F: 0; G: -5; H: -25; I: -21; J: 3; K: -7
O=C(O)CCCC(=O)OCCc1cc2ccccc2c(=O)o1
  A: -8; B: 8; C: 1; D: 10; E: -1; F: -2; G: -1; H: 2; I: 3; J: -15; K: -1
CCOC(=O)c1ccc(S(=O)(=O)N2CCN(C(=O)c3cc(=O)c4ccccc4o3)CC2)cc1
  A: -4; B: 5; C: 3; D: 7; E: 2; F: 11; G: -5; H: 17; I: -7; J: 13; K: -10
Cn1c(NC(=O)c2ccco2)c(-c2ccccc2)c(=O)c2ccccc21
  A: 10; B: -3; C: 14; D: 1; E: 16; F: 0; G: -21; H: -3; I: 8; J: 8; K: -4
CC(C)Cc1ccccc1S(N)(=O)=O
  A: 6; B: -15; C: -1; D: 4; E: 1; F: 8; G: -13; H: -6; I: 18; J: 11; K: 6
CCOC(=O)c1ccc(N2C(=O)CC(N3CC(C)OC(C)C3)C2=O)cc1 (stereo not drawn)
  A: -4; B: 19; C: -11; D: -12; E: 2; F: -10; G: -9; H: -4; I: 8; J: 0; K: 0
CCOC(=O)c1c(N)nn(C(=O)C(C)C)c1-c1ccccc1
  A: 14; B: 4; C: -1; D: -10; E: 7; F: 19; G: 2; H: -6; I: 5; J: -9; K: 7
CCN(CC)CCN1C(=O)Cn2c(C)c(C)c3cccc1c32
  A: 6&-16; B: 1&15; C: -4&9; D: 8&-10; E: 2&-2; F: 2&-4; G: 5&-15; H: 8&-10; I: 4&-8; J: 9&9; K: -18&12
COc1ccc(-c2cc3ccccc3n2CC(O)CN2CCOCC2)cc1 (stereo not drawn)
  A: -24; B: 3; C: 15; D: 8; E: 10; F: -10; G: -9; H: -16; I: -18; J: -2; K: -10
Cc1nn(-c2ccccc2)nc1CNC(=O)C1CC1
  A: -16; B: 3; C: 0; D: 9; E: -3; F: 6; G: -22; H: 19; I: 7; J: -17; K: 2

One compound at a time, from the list above. Screens in order: TROY NFkB inh | SRC3 inh | LRH-1 inv ag | KKLEB cytotox | LMP1 NFkB inh | TWEAK Fn14 block | C8 TRAIL sens | NCOA2 inhibitor | COUP-TFII inh | NCOA1 inh | CF NFkB block
`O=C(O)CCCC(=O)OCCc1cc2ccccc2c(=O)o1` in the list: -8 | 8 | 1 | 10 | -1 | -2 | -1 | 2 | 3 | -15 | -1
`CCOC(=O)c1c(N)nn(C(=O)C(C)C)c1-c1ccccc1` in the list: 14 | 4 | -1 | -10 | 7 | 19 | 2 | -6 | 5 | -9 | 7
`Cn1c(NC(=O)c2ccco2)c(-c2ccccc2)c(=O)c2ccccc21` in the list: 10 | -3 | 14 | 1 | 16 | 0 | -21 | -3 | 8 | 8 | -4
`CCOC(=O)c1ccc(S(=O)(=O)N2CCN(C(=O)c3cc(=O)c4ccccc4o3)CC2)cc1` in the list: -4 | 5 | 3 | 7 | 2 | 11 | -5 | 17 | -7 | 13 | -10

The main list resumes with the two entries that preceded the break.
Abbreviations: A = TROY NFkB inh; B = SRC3 inh; C = LRH-1 inv ag; D = KKLEB cytotox; E = LMP1 NFkB inh; F = TWEAK Fn14 block; G = C8 TRAIL sens; H = NCOA2 inhibitor; I = COUP-TFII inh; J = NCOA1 inh; K = CF NFkB block
COc1ccc(-c2cc3ccccc3n2CC(O)CN2CCOCC2)cc1 (stereo not drawn)
  A: -24; B: 3; C: 15; D: 8; E: 10; F: -10; G: -9; H: -16; I: -18; J: -2; K: -10
Cc1nn(-c2ccccc2)nc1CNC(=O)C1CC1
  A: -16; B: 3; C: 0; D: 9; E: -3; F: 6; G: -22; H: 19; I: 7; J: -17; K: 2
CN1CCc2c(c3c(n2C)CCN(C)[C@@H]3c2cccnc2)[C@H]1c1cccnc1
  A: -2; B: 17; C: 11; D: 2; E: 6; F: -11; G: -5; H: 18; I: -19; J: 7; K: 0
Cc1cccc(C(=O)NNC(=O)c2ccccc2Br)c1
  A: -3; B: -10; C: -2; D: -8; E: -9; F: 12; G: -6; H: -12; I: -4; J: -13; K: -20
CC1(C)CC(=O)c2cc(C(=O)O)c(=O)n(-c3ccccc3)c2C1
  A: -12; B: -4; C: 9; D: 7; E: -14; F: 2; G: 3; H: -5; I: 8; J: -10; K: -15
COC(=O)CNC(=O)CN(c1ccc(OC)cc1OC)S(=O)(=O)c1ccccc1
  A: -8; B: 10; C: -8; D: -12; E: -3; F: 14; G: 1; H: -8; I: 14; J: -19; K: 13
COc1ccc(S(=O)(=O)N(C)C[C@H]2OCc3cn(nn3)CCCC(=O)N([C@@H](C)CO)C[C@@H]2C)cc1
  A: -1; B: 20; C: 18; D: -3; E: /; F: 3; G: 4; H: 15; I: -3; J: 6; K: -4
CC(c1ccccc1)c1nnc(NC(=O)Nc2ccccc2)s1 (stereo not drawn)
  A: -6; B: -3; C: -3; D: 1; E: -13; F: -17; G: 6; H: -36; I: 1; J: 3; K: 15
Cc1cc(C)n(-c2ccc(F)cc2CN2CCN(C3CCCC3)C(CCO)C2)n1 (stereo not drawn)
  A: -6; B: 23; C: -24; D: 3; E: -4; F: 13; G: 1; H: -6; I: 6; J: 5; K: 1
Cc1sc2ncnc(N3CCN(S(=O)(=O)c4ccc(Br)cc4)CC3)c2c1C
  A: 17; B: 6; C: 13; D: 0; E: 24; F: 22; G: 23; H: -26; I: -7; J: -4; K: 1
Cc1nc2cc(N3CCCCC3)c(NC(=O)c3cccnc3)cc2c(=O)n1Cc1ccccc1
  A: -15; B: -5; C: 43; D: -17; E: -1; F: -26; G: -6; H: -21; I: -3; J: -5; K: 4
COc1cccc2sc(Nc3nc(-c4cc5ccccc5oc4=O)cs3)nc12
  A: 1; B: 16; C: -6; D: -13; E: 9; F: 37; G: -3; H: 2; I: 0; J: -3; K: 11
COc1ccccc1-c1nnc(SCCN2CCOCC2)n1-c1ccc(C)cc1
  A: 9; B: 16; C: 8; D: -6; E: 26; F: 7; G: -6; H: 2; I: -9; J: -9; K: 14
Cc1cc(C)n(-c2ccc(NC(=O)C3CCCCN3C(=O)c3occc3C)cc2)n1 (stereo not drawn)
  A: -21; B: 2; C: -7; D: 29; E: 5; F: -1; G: 12; H: -37; I: -5; J: -17; K: -46
O=C(Nc1nncs1)c1cccc(S(=O)(=O)N2CCCCC2)c1
  A: -10; B: -4; C: 2; D: -7; E: 11; F: -8; G: -26; H: -9; I: 2; J: -6; K: 2
OC(c1ccc(F)c(F)c1)c1nc(-c2cnc3ccccc3c2)cs1 (stereo not drawn)
  A: -20; B: -58; C: -38; D: -4; E: /; F: -4; G: -11; H: -30; I: -20; J: -38; K: 3
CC(C#N)(Nc1ccc(Cl)cc1)c1cccnc1 (stereo not drawn)
  A: -7; B: 8; C: 19; D: -4; E: -10; F: -8; G: 1; H: -30; I: 3; J: -17; K: 3

The list continues.
Screens in order: TROY NFkB inh | SRC3 inh | LRH-1 inv ag | KKLEB cytotox | LMP1 NFkB inh | TWEAK Fn14 block | C8 TRAIL sens | NCOA2 inhibitor | COUP-TFII inh | NCOA1 inh | CF NFkB block
- CC(Oc1ccc2c3c(c(=O)oc2c1)CCCC3)C(=O)NCc1ccncc1 (stereo not drawn)
    9 | -4 | 20 | 4 | -5 | -18 | 5 | 11 | -20 | 8 | -11
- CCOc1ccc(-n2c(C)cc(/C=N/Nc3nc(C)cc(=O)[nH]3)c2C)cc1
    -3 | 0 | -24 | 8 | 8 | -12 | -7 | 1 | 21 | -13 | -4
- O=C(CSc1nnc(-c2cccnc2)n1Cc1ccco1)c1ccc(Cl)c(Cl)c1
    8 | -1 | 18 | -9 | -3 | 62* | -19 | 1 | 19 | 0 | 11
- CCOC(=O)c1cn[nH]c1NC(=S)Nc1ccccc1
    -65 | -55 | -162 | -10 | -3 | 3 | 27 | -34 | -51 | -97 | 14
- COc1cccc(CNC(=O)[C@@H]2CCCN2C(=O)[C@@H]2CCCN2C(=O)c2ccc(Cl)cc2)c1
    -3 | / | 10 | / | / | 14 | -7 | -14 | -8 | / | /
- Cc1ccc(NC(=O)C(C)[n+]2ccccc2)cc1[N+](=O)[O-] (stereo not drawn)
    11 | 13 | -6 | 3 | -9 | 8 | 4 | 5 | 4 | -14 | 12
- CCCn1c(SCC(=O)N2CCN(S(=O)(=O)c3ccc(Cl)cc3)CC2)n[nH]c1=O
    -4 | 0 | 14 | 6 | 1 | 0 | -9 | 21 | -9 | -7 | -1
- C=CCn1c(CSCc2ccccc2)nnc1SCC(=O)NCc1ccccc1
    13 | 11 | 4 | -1 | 5 | 8 | 4 | -2 | -7 | 10 | 2
- COC(=O)C(CCSC)NC(=O)CNS(=O)(=O)c1ccc(F)cc1 (stereo not drawn)
    30 | -9 | -3 | 0 | 1 | -2 | -5 | -10 | -14 | 1 | 6
- Cc1cc(/C=N/n2c(COc3ccccc3)nc3ccccc3c2=O)c(O)c([N+](=O)[O-])c1
    13 | 17 | -9 | -1 | 13 | 41 | 51* | 21 | -2 | -31 | -3
- CN1CCN(CCCOc2ccc(-c3ccccc3)cc2)CC1
    -35 | -66 | -61 | -6 | -15 | -20 | 1 | -43 | -11 | -55 | -4
- COc1ccc(-c2cccc(-c3cc(=O)oc4ccc(C(C)(C)C)cc34)c2)cc1
    -10 | -13 | -9 | -12 | -19 | -3 | -9 | -4 | 10 | -8 | 28
- COc1ccc(-n2c(C)ccc2-c2ccccc2)cn1
    11 | 6 | -30 | -5 | -14 | 27 | 1 | 11 | 5 | 2 | 19

3 compounds from above, arranged by their value in LMP1 NFkB inh, ascending.
SMILES	LMP1 NFkB inh
COc1ccc(-c2cccc(-c3cc(=O)oc4ccc(C(C)(C)C)cc34)c2)cc1	-19
CN1CCN(CCCOc2ccc(-c3ccccc3)cc2)CC1	-15
Cc1ccc(NC(=O)C(C)[n+]2ccccc2)cc1[N+](=O)[O-] (stereo not drawn)	-9
